Source: PubChem (Broad Institute)
CFTR F508del cor: correctors of CFTR F508del function in bronchial epithelial cells; CFBE cells, YFP halide quenching; stimulated with forskolin plus potentiator P3; % fluorescence drop versus neutral controls; activity (quench increase), % at 7.58 µM; actives 0.36% (n = 350,000);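 active = mean added fluorescence quench of at least 8% versus neutral control, with both replicates also reaching 8%; inconclusive = only one of the mean or replicate conditions met; inactive = mean below 8% and not both replicates reaching 8%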;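 note: cells transiently co-express mutant CFTR-F508del with the halide-sensitive YFP; corrector assay measuring rescue of mutant channel to the surface after 24 h compound exposure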
RAD52 inh: RAD52 (human) annealing inhibition. P43351. recombinant RAD52 DNA annealing, FRET fluorescence. inhibition, % at 18.7 µM. actives 0.46% (n = 360,000);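 active = every replicate showing at least 50% inhibition; inconclusive = mean inhibition at least 50% but not in every replicate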
GSIS activator: primary screen for activators of insulin secretion dependent on glucose, INS-1E cells, GLuc reporter luminescence | INS-1E GLuc reporter insulin secretion, 2-3 h | activation, % at 16.6 µM | actives 0.61% (n = 370,000) | AID 743287;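 active = lowest replicate activation of at least 40%, so every replicate reaches that level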;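 note: 0% = median of neutral control wells and 100% = median of IBMX positive control wells; some compounds called inactive have numbers as strong as hits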
E-selectin induc: induces E-selectin expression in human endothelial cells | P16581 | HUVEC E-selectin immunofluorescence imaging; normalized: neutral wells 0, TNF-alpha wells 100 | activation, % at 7.58 µM | actives 0.37% (n = 260,000);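 active = mean E-selectin-positive cell signal at least 10% of the positive control, reached in at least 60% of replicates, without over 20% cell loss; inconclusive = no rule given, readout overlaps actives, possibly toxicity-flagged; inactive = the rest, including those meeting only one limit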;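 note: in these data hits start at about 27%; measured in HUVEC primary endothelial cells; signal is the percent of cells scored E-selectin positive by PE staining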
Target sequence (P16581 whole entry, looked up): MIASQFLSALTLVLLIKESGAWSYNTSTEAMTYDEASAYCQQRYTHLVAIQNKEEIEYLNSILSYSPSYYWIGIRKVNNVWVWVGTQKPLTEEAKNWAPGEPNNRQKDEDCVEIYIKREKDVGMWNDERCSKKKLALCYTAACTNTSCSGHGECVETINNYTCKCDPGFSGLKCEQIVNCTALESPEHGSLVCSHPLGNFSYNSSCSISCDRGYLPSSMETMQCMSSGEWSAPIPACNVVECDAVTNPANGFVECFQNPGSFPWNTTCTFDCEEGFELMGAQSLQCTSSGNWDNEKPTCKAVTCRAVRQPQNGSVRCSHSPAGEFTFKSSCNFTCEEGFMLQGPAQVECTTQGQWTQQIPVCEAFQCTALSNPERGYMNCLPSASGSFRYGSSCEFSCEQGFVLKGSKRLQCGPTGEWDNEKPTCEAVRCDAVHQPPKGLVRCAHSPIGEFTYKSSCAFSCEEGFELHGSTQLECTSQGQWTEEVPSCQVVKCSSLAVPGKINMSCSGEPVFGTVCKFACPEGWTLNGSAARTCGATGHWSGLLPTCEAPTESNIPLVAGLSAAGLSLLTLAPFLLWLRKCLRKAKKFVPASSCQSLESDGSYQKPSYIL
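Assay system: HUVEC primary endothelial cells. Input: 3,000 HUVEC seeded per well. Doses: one compound dose added by pin transfer. Read-out basis: % PE-positive cells. Benchmarks: TNF-alpha high, DMSO low. Detection: immunofluorescence imaging. Buffer or medium: EGM-2, gelatin.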
XiGFP reactiv: reactivates the inactive X chromosome in mouse fibroblasts; actives 0.055% (n = 360,000); AID 743238; activation, % at 7.58 µM; XiGFP mouse fibroblasts, % GFP-positive cells imaging, 3 d; cells co-treated with 5-aza-dC sensitizer; scaled so ellipticine positive control = 100%;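 active = mean normalized replicate activation at least 10% and every replicate at or above 10%; inconclusive = only one of the two criteria met; inactive = mean below 10% and not all replicates reach 10%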;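 note: 0% = median of on-plate neutral control wells and 100% = ellipticine 6 µM median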
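material = 68-5-11 XiGFP fibroblast line | medium = DMEM plus 5-aza-dC sensitizer | schedule = 3 days compound exposure | benchmarks = positive control ellipticine, 6 µM final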
CASP6 VEID inh: blocks human caspase-6 cleavage activity; purified caspase-6, Z-VEID-R110 cleavage fluorescence; inhibition, % at 12.5 µM; actives 0.53% (n = 350,000);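 active = mean inhibition across replicates at least about 35%, with every replicate also reaching that limit, limit read from the data; inconclusive = only one of the two criteria met; inactive = neither criterion met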;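 note: 0% = median of neutral control wells and 100% = no fluorescence left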
Target sequence (P55212 24-179 limits assumed): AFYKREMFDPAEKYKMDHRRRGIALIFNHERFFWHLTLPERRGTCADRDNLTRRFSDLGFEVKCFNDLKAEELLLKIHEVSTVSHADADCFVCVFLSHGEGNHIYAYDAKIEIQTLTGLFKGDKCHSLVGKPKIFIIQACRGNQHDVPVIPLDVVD
Target sequence (P55212 194-293 limits assumed): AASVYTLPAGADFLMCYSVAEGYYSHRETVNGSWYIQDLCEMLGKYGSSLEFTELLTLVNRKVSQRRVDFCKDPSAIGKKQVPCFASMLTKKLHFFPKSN
RAD54 branch: inhibitors of human RAD54 branch migration; Q92698; RAD54 Holliday junction branch migration, FAM/BHQ fluorescence; AID 602329; inhibition, % at 10.4 µM; actives 0.14% (n = 360,000);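 active = mean normalized replicate activity at least 40 and at least half of replicates scoring 40 or more; inconclusive = only one of the two criteria met; inactive = mean below 40 and under half of replicates reaching 40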;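 note: 0% = median of neutral control wells and 100% = median of positive control wells; inhibitors cause a drop in the FAM fluorescence signal; in these data hits start at about 50%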
DENV2 CPE rescue: inhibitors of DENV2 cytopathic effect; DENV2-infected cells, cytopathic effect rescue, plate reader; CPE inhibition, % at 9.99 µM; actives 1.7% (n = 350,000); in the data active = CPE inhibition above about 20%, passing the limit was not always enough; inconclusive = no clear call, values can overlap the other calls; tested in BHK-21 cells;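 note: 0% = median of neutral control wells and 100% = median of positive control wells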
An asterisk follows results filed as active; ? = inconclusive; nt = not tested or not shown; & = joins results of further samples.

No.	canonical_smiles	DENV2 CPE rescue	XiGFP reactiv	RAD54 branch	GSIS activator	E-selectin induc	CASP6 VEID inh	RAD52 inh	CFTR F508del cor
1	CN1c2ccc(-c3cccc(F)c3)cc2[C@H]2[C@H](CCN2C(=O)c2ccc3c(c2)OCO3)[C@@H]1CO	nt	0.2	5	-21	-0.2	nt	-13	-0.6
2	COc1ccc(S(=O)(=O)N2CCc3ccccc3C2)cc1	2	0.0	nt	-8	nt	2	-10	0.4
3	COc1ccc(NC(=O)c2cc(Br)c(Br)s2)cn1	5	-0.1	-1	-11	0.2	-1	-16	-2.6
4	CCOc1cc(C2NC(=O)NC2=O)ccc1O (stereo not given)	2	0.0	nt	-4	0.0	0	6	1.3
5	COc1ccc2c3c(n(C)c2c1)[C@@H](CO)N(C(=O)NC1CCCCC1)CC31CCN(C)CC1	-5	0.0	nt	-6	0.1	1	19	2.4
6	C[C@H](O)[C@@H]1C(=O)N2CCc3c([nH]c4c(-c5ccc6c(c5)OCO6)cccc34)[C@@H]2C[C@@H]1N(C)C(=O)NC1CCCCC1	3	0.7	nt	-23	0.1	0	13	-4.1
7	O=C(NCc1ccc2c(c1)OCO2)C1CCC(=O)N1C1CCCC1 (stereo not given)	-2	0.0	nt	-15	-0.3	1	-1	-0.2
8	CCOC(=O)N1CCN(C(=O)c2cc(Cl)c(Cl)cc2C(=O)O)CC1	3	nt	nt	8	nt	1	-5	0.3
9	CC(C)c1ccc(-c2nc3ccccc3s2)cc1	-4	0.0	nt	-1	nt	1	-11	-1.0
10	COCCN(C(=O)CCC(=O)Nc1ccccn1)C(C(=O)NC(C)C)c1ccc(Cl)cc1 (stereo not given)	-6	0.3	-1	4	nt	1	-9	0.4
11	O=C(COc1ccc(F)cc1)N1CCc2ccccc2C1	3	0.0	1	6	9.7	6	-14	-4.7
12	CCn1c(SCC(=O)NC(C)(C)C)nnc1-c1ccncc1	3	0.2	nt	-6	nt	-8	-14	1.1
13	CCOc1ccc(CN2CCNC(=O)C2CC(=O)NCC2CCOCC2)cc1 (stereo not given)	3	0.3	-11	6	0.3	-1	-31	-1.3
14	CCCCc1c(C)nc2c(OC)cccc2c1SCC(=O)O	-3	-0.1	nt	28	nt	-5	-7	1.1
15	COc1ccc(S(=O)(=O)Nc2ccc3c(c2)C(=O)N([C@@H](C)CO)C[C@H](C)[C@H](CN(C)C(=O)Cc2ccccc2)OCCCC[C@H](C)O3)cc1	9	0.3	12	-39	-0.3	0	-2	3.8
16	CCOC(=O)C1C(=O)OC2(CCCCC2)C1C(=O)OCC (stereo not given)	?	nt	1	1	nt	4	11	-1.5
17	COc1ccc(Cl)cc1C(=O)Nc1nc(C)cc(C)n1	1	0.0	-11	-10	nt	-5	-10	2.1
18	C[C@@H]1CN([C@@H](C)CO)C(=O)c2cc(NS(=O)(=O)c3ccc(Cl)cc3)ccc2O[C@@H]1CN(C)S(=O)(=O)c1ccc(Cl)cc1	?	0.5	1	-8	1.0	2	14	-0.7
19	C[C@H]1CN([C@@H](C)CO)C(=O)Cc2cc(NC(=O)CCCN(C)C)ccc2O[C@@H]1CN(C)CC1CCCCC1	5	0.0	0	3	1.9	-46	2	-2.0
20	CN(C)C(=O)C[C@H]1C[C@@H]2c3cc(NC(=O)C4CCOCC4)ccc3O[C@@H]2[C@@H](CO)O1	-5	0.2	-12	11	-0.4	1	-13	2.4
21	CNC(=O)CN1C(=O)NC2(CCc3ccccc3C2)C1=O (stereo not given)	3	0.2	-5	-4	1.5	-2	-16	-2.0
22	Cc1ccc(-c2c[n+](CC(=O)c3ccc(Br)cc3)c3n2CCCCC3)cc1	9	0.0	nt	-33	nt	2	19	2.5
23	CCOC(=O)C1(C)C(=O)CC2c3nc4ccccc4cc3CN2C1=O (stereo not given)	1	0.5	4	nt	-0.2	2	-12	-1.7
24	CNC[C@H]1OCCCC[C@@H](C)Oc2ccc(NC(=O)Nc3ccc(OC)cc3)cc2C(=O)N([C@H](C)CO)C[C@@H]1C	nt	0.1	nt	11	-0.2	nt	nt	0.6
25	CCCCCN(C(=O)CCC(=O)OCC(=O)N1CCCC(C)C1)c1c(N)n(CCCC)c(=O)[nH]c1=O (stereo not given)	-18	0.3	11	1	-1.7	1	-15	0.0
26	NC(CSS(=O)(=O)O)=NCCC12CC3CC(CC(O)(C3)C1)C2	0	0.0	nt	-2	nt	10	-14	2.0
27	Cc1ccc2nc(N(CCN(C)C)C(=O)c3cc(Cl)sc3Cl)sc2c1	nt	0.1	-8	-18	0.3	nt	nt	nt
28	COC(=O)C1=C(C)N(Cc2cccc(C(F)(F)F)c2)C(=NCc2ccc3c(c2)OCO3)NC1c1ccc(Cl)cc1 (stereo not given)	15	-0.1	nt	146*	-0.2	10	-59	-0.8
29	O=C(NCCc1ccc(F)cc1)c1cc([N+](=O)[O-])ccc1N1CCOCC1	-3	0.0	-2	-11	nt	4	-17	2.2
30	O=C(NC1CCCCC1)N1CC(=O)N2[C@@H](CO)[C@H](c3ccc(-c4cccnc4)cc3)[C@@H]2C1	14	0.0	nt	11	0.6	-1	-11	-3.3
31	COc1ccc(C2=NN(C(=O)CCC(=O)O)C(c3ccccc3)C2)cc1 (stereo not given)	3	0.3	-1	15	-0.1	1	-12	-0.6
32	CC(=O)Nc1nnc(SCC(=O)N2CCc3ccccc32)s1	-3	0.2	-5	10	0.0	-2	-9	-0.5
33	Cc1cc(C(=O)Nc2nnc(C(F)(F)F)s2)cs1	-10	0.3	-4	14	nt	-1	-6	2.9
34	CCc1ccc(N2CC(C(=O)NC3CC3)CC2=O)cc1 (stereo not given)	5	-0.1	-1	42	-0.1	-2	-15	0.0
35	OC[C@@H]1[C@H](c2ccc(-c3ccc(F)cc3)cc2)[C@H]2CN(CCC(F)(F)F)CCCCN12	-7	0.1	8	-18	0.2	-3	20	4.3
36	CC(C)CN(C[C@H]1N[C@H](CO)[C@@H]1c1ccccc1)C(=O)C1CCCC1	-3	0.0	nt	-12	0.0	-2	-26	1.3
37	CCCNC(=O)C[C@H]1CC[C@H]2[C@H](COc3ccc(NC(=O)NCC)cc3C(=O)N2C)O1	2	0.2	1	11	-0.1	1	-11	0.0
38	CCCCn1c(N)c(N(CCOC)C(=O)COC(=O)Cc2cccc(OC)c2)c(=O)[nH]c1=O	7	-0.1	nt	2	-0.6	-1	-5	-1.2
39	CCOC(=O)[C@]12Cc3c(cc(OC)c(OC)c3OC)[C@H]1N(Cc1ccccc1)C(=O)c1cc(OC)ccc12	-8	-0.1	nt	-5	-0.2	1	-12	0.6
40	Nc1ccc2nc(-c3ccc(Cl)cc3)[nH]c2c1	-10	0.0	7	nt	2.9	-1	51*	0.6
41	Cc1noc(C)c1S(=O)(=O)Nc1ccc2c(c1)C(=O)N([C@@H](C)CO)C[C@@H](C)[C@@H](CN(C)S(=O)(=O)c1ccc(F)cc1)O2	20	-0.8	nt	-7	-0.1	0	7	-0.7
42	COc1ccc(CC(=O)NCC(=O)NCc2cc(=O)n(C)c(=O)n2C)cc1	0	0.1	-11	0	nt	1	-9	-0.4
43	CCNC(=O)COC(=O)c1cc(-c2ccccc2)nn1-c1ccccc1	4	0.0	nt	1	6.8	-1	-12	-2.0
44	O=C(CSc1nccc(-c2cccs2)n1)Nc1ccccc1	-1	-0.1	nt	8	1.0	2	-8	0.8
45	N#Cc1cc([N+](=O)[O-])ccc1NC(=O)COC(=O)C1CC2CCCC(C1)C2=O (stereo not given)	-1	0.0	nt	5	-0.6	4	-19	-0.5
46	CCN1CCN(c2nc3c(C)cccn3c(=O)c2/C=C(\C#N)S(=O)(=O)c2ccc(Cl)cc2)CC1	5	0.1	nt	-4	nt	-6	-161	0.8
47	COc1ccc(/C=N/NC(=O)COc2ccc(Cl)cc2Cl)cc1Cn1nc(C)cc1C	nt	0.2	nt	12	nt	-1	-25	1.0
48	Cc1cccc(N(C(=O)CNC(=O)c2ccco2)C(C(=O)NCC2CCCO2)c2ccccc2)c1 (stereo not given)	6	0.0	nt	-17	nt	3	-6	-4.5
49	Cc1ccc2cc(CCNC(=O)c3cccs3)c(=O)[nH]c2c1	-3	0.2	-2	2	-0.3	1	-102	-1.2
50	O=C(NCCc1ccccc1)C1CCC(=O)N1CCc1ccccc1 (stereo not given)	-3	0.4	1	-3	0.1	0	-10	nt
51	Cc1ccccc1-c1ccc2c(c1)O[C@H](CN(C)CC1CC1)[C@H](C)CN([C@H](C)CO)S2(=O)=O	?	-0.5	11	13	-2.1	2	9	-1.3
52	COc1ccc(S(=O)(=O)Nc2cccc3c2O[C@@H](CN(C)Cc2ccccc2)[C@H](C)CN([C@H](C)CO)C3=O)cc1	-1	0.1	6	-9	nt	0	3	4.6
53	O=C(COC(=O)c1ccc([N+](=O)[O-])cc1)Nc1ccc(Cl)cn1	-3	0.2	-1	5	nt	-2	-6	-2.6
54	O=C1OC(CC(=O)N(Cc2nnc(-c3ccccc3Cl)o2)C2CC2)c2ccccc21 (stereo not given)	?	0.1	2	-4	nt	-52	-16	-4.5
55	O=C(O)Cc1ccc(NS(=O)(=O)c2c(Cl)cccc2Cl)cc1	5	-0.1	nt	-11	0.2	nt	-52	0.8
56	COc1ccc(NC(=S)NC(=O)c2cccnc2)cc1	4	0.0	2	10	0.3	-2	-5	0.8
57	CC(C)CC1C2C(=O)N(c3ccccc3)C(=O)C2ON1c1ccccc1 (stereo not given)	-6	-0.1	-6	0	-0.3	1	4	-0.7
58	C#CCn1c(=NC(=O)c2sc3ccccc3c2Cl)sc2cc(S(N)(=O)=O)ccc21	nt	-0.1	3	5	9.5	nt	nt	nt
59	CCC(C)(C)n1nnnc1C(c1ccc(OC)cc1)N1CCN(C(=O)c2ccco2)CC1 (stereo not given)	-2	0.1	-2	-9	nt	-2	-19	3.6
60	COCC#Cc1cnc2c(c1)C(=O)N([C@H](C)CO)C[C@H](C)[C@@H](CN(C)S(=O)(=O)c1cccc(OC)c1)O2	10	0.9	1	6	-0.2	1	1	3.3

New compounds follow:
No.	canonical_smiles	DENV2 CPE rescue	XiGFP reactiv	RAD54 branch	GSIS activator	E-selectin induc	CASP6 VEID inh	RAD52 inh	CFTR F508del cor
61	CCCNC(=O)N1C[C@@H]2N[C@H](C1)C2c1ccc(-c2cccc(OC)c2)cc1 (stereo not given in full)	2&-4	0.0&0.0	nt	-4&-11	0.1&0.1	-2	20&8	-5.1&2.7
62	C[C@H](CO)N1C[C@H](C)[C@H](CN(C)C)Oc2ncc(C#Cc3ccccc3)cc2C1=O	10	-0.9	18	3	0.1	nt	3	1.1
63	O=C(CSc1n[nH]c(-c2ccco2)n1)Nc1ccc(Br)cc1	30*	0.1	-15	9	0.4	1	-6	1.8
64	CN(C(=O)COC(=O)C1CCN(S(=O)(=O)c2ccc3c(c2)OCCO3)CC1)c1ccccc1	-4	0.0	5	-14	0.4	2	-2	-1.3
65	C[C@@H]1CN([C@H](C)CO)C(=O)Cc2cc(NS(=O)(=O)c3cn(C)cn3)ccc2O[C@H]1CN(C)Cc1ccc(-c2ccccc2)cc1	7	-0.8	nt	-4	-0.1	0	10	-2.8
66	CCOC(=O)/C(=N\Nc1ccccc1)P(=O)(c1ccccc1)c1ccccc1	8	-0.1	8	-29	-0.1	1	-7	-1.3
